OXTR potentiator: potentiators of human oxytocin receptor; P30559; CHO-OTR cells, Fluo-8 calcium fluorescence, potentiator mode; 0% = oxytocin EC15, 100% = EC100; activation, % at 3 µM; 0.061% of 320,000 active; AID 2445;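 active = activation above that plate's cutoff, the mean activation of tested compounds plus 3 SD, cut at about 6.6% in these data, passing the limit was not always enough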;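 also: 100% uses oxytocin at 75 nM as the full agonist control; some results filed as inactive read as strong as hits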
Target sequence (P30559 whole entry, looked up): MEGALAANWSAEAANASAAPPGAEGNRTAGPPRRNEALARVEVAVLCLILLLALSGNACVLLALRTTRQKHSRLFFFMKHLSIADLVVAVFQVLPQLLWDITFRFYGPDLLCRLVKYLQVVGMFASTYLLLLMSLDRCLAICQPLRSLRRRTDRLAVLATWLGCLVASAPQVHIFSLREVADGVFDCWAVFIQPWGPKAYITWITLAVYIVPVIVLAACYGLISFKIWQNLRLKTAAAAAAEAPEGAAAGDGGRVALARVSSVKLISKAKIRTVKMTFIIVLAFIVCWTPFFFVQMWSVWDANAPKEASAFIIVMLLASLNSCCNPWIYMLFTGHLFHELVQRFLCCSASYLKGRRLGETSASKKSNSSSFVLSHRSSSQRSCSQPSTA
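System: human OTR in CHO cells / Also added: sub-maximal oxytocin, roughly EC15 / Control set: EC15 oxytocin low, 75 nM oxytocin high / Schedule: 6 min compound pre-incubation at room temperature, 100 s kinetic read / Compound: single-point 3.0 µM / Replication: singlicate / Technique: Fluo-8 calcium dye fluorescence / Read-out basis: % activation of max/min ratio relative to oxytocin controls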
CHO parental Ca: counter-screen for OX1R antagonists: effect in parental CHO cells. 0.63% of 330,000 active. parental CHO-K1, ATP-induced calcium, Fluo-8 fluorescence. inhibition, % at 5.6 µM;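 active = inhibition above that plate's mean sample inhibition plus 3 SD, cut at about 26% in these data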;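 also: 0% = ATP-challenged DMSO wells and 100% = DMSO wells without ATP; some compounds past the cut are filed as inactive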
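material = parental CHO cells | also added = ATP as calcium-mobilizing challenge | dosing = single point at 5.6 µM | detection = intracellular calcium via Fluo-8 no-wash fluorescent dye | read-out = % inhibition | benchmarks = low control ATP plus DMSO, high control DMSO only | repeats = one well per compound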
V1aR counter: counter-screen for oxytocin receptor agonists: human V1a receptor agonists; P37288; CHO-V1R cells, Fluo-8 calcium fluorescence, agonist mode; 0% DMSO, 100% 3 nM vasopressin; activation, % at 3 µM; 0.25% of 320,000 active; AID 2797;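 active = activation above the mean activation of all tested compounds plus 3 SD, per screening run, cut at about 20% in these data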;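 also: signal is peak over basal fluorescence ratio across a 100 second FLIPR read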
CHRM1 agonist: agonists of human M1 muscarinic receptor | P11229 | CHO-K1 hM1, Fluo-8 calcium fluorescence, agonist mode; 0% DMSO, 100% acetylcholine EC100 | activation, % at 3 µM | 0.33% of 360,000 active | AID 588814;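 active = activation above the run's mean compound activation plus 3 SD, cut at about 16% in these data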;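 also: peak over basal fluorescence ratio within a 140 s kinetic read after compound addition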
Target sequence (P11229 whole entry, looked up): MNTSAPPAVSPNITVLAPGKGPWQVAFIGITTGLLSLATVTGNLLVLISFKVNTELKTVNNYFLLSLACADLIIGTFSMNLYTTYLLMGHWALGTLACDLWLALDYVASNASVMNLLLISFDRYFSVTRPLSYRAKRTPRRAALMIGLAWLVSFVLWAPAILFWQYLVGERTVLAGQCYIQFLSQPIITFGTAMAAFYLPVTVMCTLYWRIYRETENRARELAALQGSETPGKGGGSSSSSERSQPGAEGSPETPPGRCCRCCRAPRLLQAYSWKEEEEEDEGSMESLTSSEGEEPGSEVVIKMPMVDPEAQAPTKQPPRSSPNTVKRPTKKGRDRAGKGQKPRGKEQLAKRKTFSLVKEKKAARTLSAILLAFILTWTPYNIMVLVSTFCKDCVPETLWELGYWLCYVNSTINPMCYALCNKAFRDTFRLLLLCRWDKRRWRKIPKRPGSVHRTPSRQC
CHO-K1 Ca PAM: counter-screen for M1 PAMs: effect in parental CHO-K1 cells | ATP EC20, Fluo-8 calcium fluorescence; 0% at ATP EC20, 100% at ATP max | activation, % at 3 µM | 0.02% of 360,000 active | AID 602247;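 active = activation above the run cutoff, the mean activation of all test compounds plus 3 SD, cut at about 40% in these data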;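 also: peak over basal fluorescence ratio in a 140 s read after ATP addition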
M1 ag parental: M1 agonist counterscreen hit in parental CHO-K1 cells. Fluo-8 calcium fluorescence; scaled to maximal ATP response, vehicle zero. activation, % at 3 µM. 0.48% of 360,000 active; in the data active = activation above about 15%;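 also: untransfected CHO-K1 host cells lacking M1 receptor as counterscreen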
TAAR1 ag: human TAAR1 agonism. AID 624467. 0.99% of 360,000 active. Q96RJ0. CHO RD-HGA16 TAAR1, Fluo-8 calcium fluorescence; vehicle wells 0%, saturating PEA agonist 100%. activation, % at 3 µM;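 active = activation above the mean activation of all test compounds in the run plus 3 SD, cut at about 38% in these data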
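Test system: RD-HGA16 (CHO) cells co-expressing Gα16 and hTAAR1; dosing: one-point dosing at 3 µM (nominal); timing: 17-24 h seeding, 75 min 37 °C dye, 30 min RT; signal: kinetic Fluo-8 calcium fluorescence; read-out basis: % activation relative to PEA EC100 response; controls: DMSO and PEA EC100; replicates: n 1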
CHO-K1 Ca antag: counter-screen for M1 antagonists: effect in parental CHO-K1 cells. ATP-induced calcium, Fluo-8 fluorescence. 0.6% of 360,000 active. inhibition, % at 3 µM. AID 602250;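 active = inhibition above a per-plate cutoff, the plate's mean sample inhibition plus 3 SD, cut at about 24% in these data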;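 also: 0% = DMSO plus EC80 ATP and 100% = DMSO alone without ATP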
TAAR1 antag: antagonists of human TAAR1. Q96RJ0. CHO RD-HGA16 TAAR1, Fluo-8 calcium fluorescence, antagonist. inhibition, % at 3 µM. 1.5% of 360,000 active;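 active = inhibition above a per-plate cutoff, the mean inhibition of test compounds on that plate plus 3 SD, cut at about 49% in these data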;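 also: 0% = DMSO plus EC80 beta-PEA response and 100% = DMSO alone without agonist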
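Assay system: CHO-derived RD-HGA16 cells stably expressing human TAAR1 plus Gα16. Timing: 140 s kinetic read after compound, 140 s after agonist. Technique: kinetic Fluo-8 calcium fluorescence measurement. Measure: % inhibition of agonist calcium response.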
* marks the source's active call; other numbers are inactive results; nt = not tested or not shown.

1: COc1ccc(CC(=O)OCn2nnc3ccccc3c2=O)cc1OC
2: Cc1ccc(C(=O)Nc2ccccc2)cc1S(=O)(=O)Nc1ccc(Cl)cn1
3: C(=N\n1cnnc1)/c1cccc(OCCOc2ccccc2)c1
4: COc1ccccc1N(C(=O)c1ccco1)C(C(=O)NC1CCCC1)c1cccs1 (configuration not stated)
5: Cc1nc(N)nc(Nc2ccc(C#N)cc2)c1Br
6: COc1ccc(C2N=C(c3ccccc3)C(C)(C)N2O)cc1OC (configuration not stated)
7: O=C(NCCS(=O)c1ccc(Cl)cc1)c1cccc(Cl)c1 (configuration not stated)
8: CN(CC(=O)Nc1ccc(Cl)c(C(F)(F)F)c1)C(=O)C1CC(=O)N(CCc2ccccc2)C1 (configuration not stated)

| entry no. | 1 | 2 | 3 | 4 | 5 | 6 | 7 | 8 |
| --- | --- | --- | --- | --- | --- | --- | --- | --- |
| OXTR potentiator | -1.8 | 2.1 | -17.0 | -6.4 | -2.9 | 0.5 | -11.5 | nt |
| CHO parental Ca | -4.3 | -33.8 | -3.5 | -15.4 | -11.0 | -16.6 | -3.3 | nt |
| V1aR counter | 0.6 | -0.5 | 3.0 | 1.1 | 1.3 | 0.2 | 1.1 | nt |
| CHRM1 agonist | -1.7 | -7.3 | -0.7 | -4.0 | -0.4 | -3.8 | -4.0 | -1.9 |
| CHO-K1 Ca PAM | -17.3 | 15.7 | 11.5 | 0.9 | 26.6 | 6.1 | 4.2 | -0.7 |
| M1 ag parental | 0.2 | 0.9 | 1.8 | -0.5 | 3.5 | 1.2 | -0.1 | 7.3 |
| TAAR1 ag | 1.9 | 4.9 | 13.2 | 1.1 | 6.7 | 5.5 | 6.1 | 15.3 |
| CHO-K1 Ca antag | 6.2 | -6.9 | -3.9 | -17.7 | -10.6 | -9.9 | -6.6 | 18.1 |
| TAAR1 antag | -26.1 | -8.3 | -1.0 | -12.2 | -32.4 | 12.9 | -0.9 | 50.5* |

Molecules shown so far that contain a halogen, in the order listed:
2: Cc1ccc(C(=O)Nc2ccccc2)cc1S(=O)(=O)Nc1ccc(Cl)cn1
5: Cc1nc(N)nc(Nc2ccc(C#N)cc2)c1Br
7: O=C(NCCS(=O)c1ccc(Cl)cc1)c1cccc(Cl)c1 (configuration not stated)
8: CN(CC(=O)Nc1ccc(Cl)c(C(F)(F)F)c1)C(=O)C1CC(=O)N(CCc2ccccc2)C1 (configuration not stated)

| entry no. | 2 | 5 | 7 | 8 |
| --- | --- | --- | --- | --- |
| OXTR potentiator | 2.1 | -2.9 | -11.5 | nt |
| CHO parental Ca | -33.8 | -11.0 | -3.3 | nt |
| V1aR counter | -0.5 | 1.3 | 1.1 | nt |
| CHRM1 agonist | -7.3 | -0.4 | -4.0 | -1.9 |
| CHO-K1 Ca PAM | 15.7 | 26.6 | 4.2 | -0.7 |
| M1 ag parental | 0.9 | 3.5 | -0.1 | 7.3 |
| TAAR1 ag | 4.9 | 6.7 | 6.1 | 15.3 |
| CHO-K1 Ca antag | -6.9 | -10.6 | -6.6 | 18.1 |
| TAAR1 antag | -8.3 | -32.4 | -0.9 | 50.5* |

Later entries
9: CC(C)(C)CC(=O)Nc1nnc(CCc2ccccc2)s1
10: CCOC(=O)c1cc(-c2ccccc2)sc1NC(=O)COC(=O)c1ccc(Cl)c(S(N)(=O)=O)c1
11: Cc1cc(NC(=O)c2ccc3c(c2)OCO3)no1
12: CC(=O)N1CCc2cc(Br)cc(S(=O)(=O)NCC3CCCO3)c21 (configuration not stated)
13: C=CCN(CC=C)Cc1c(C)[nH]c2ccc(C(=O)OCC)cc2c1=O
14: COc1ccc(NC(=O)c2sc3nc(N4CCCC4)c4c(c3c2N)CC(C)(C)OC4)cc1
15: COc1ccc2c(c1)OC(=O)CC2c1cc(OC)c(OC)c(OC)c1 (configuration not stated)
16: Cc1ccc(N2C(=O)CSC2=S)cc1C

| entry no. | 9 | 10 | 11 | 12 | 13 | 14 | 15 | 16 |
| --- | --- | --- | --- | --- | --- | --- | --- | --- |
| OXTR potentiator | -1.3 | -0.4 | -2.0 | -2.7 | -5.4 | -4.9 | nt | -11.3 |
| CHO parental Ca | -15.7 | -3.2 | -2.0 | 3.3 | -21.3 | -12.3 | 1.6 | -2.9 |
| V1aR counter | -0.1 | 0.9 | -0.1 | 0.8 | 2.0 | 0.0 | nt | -0.1 |
| CHRM1 agonist | 2.6 | -4.6 | -5.1 | -2.3 | -7.3 | -4.3 | -3.0 | -4.5 |
| CHO-K1 Ca PAM | 4.1 | 2.9 | 15.4 | -4.1 | -11.6 | -27.4 | 9.5 | 10.8 |
| M1 ag parental | -0.3 | -0.1 | 0.9 | 0.1 | 0.1 | 0.5 | 0.6 | 0.7 |
| TAAR1 ag | -1.1 | nt | 7.0 | 3.9 | 5.1 | -2.5 | 1.1 | 13.6 |
| CHO-K1 Ca antag | -2.6 | -2.1 | -8.9 | -1.0 | -6.7 | 5.6 | -8.0 | -13.2 |
| TAAR1 antag | -28.4 | nt | -1.1 | 8.2 | -10.6 | -7.7 | -18.6 | 12.2 |

The results go on.
Second line of a record: OXTR potentiator	CHO parental Ca	V1aR counter	CHRM1 agonist	CHO-K1 Ca PAM	M1 ag parental	TAAR1 ag	CHO-K1 Ca antag	TAAR1 antag
17. CCC(C)NC(=O)CNC(=O)c1nn(-c2ccc(OC)c(Cl)c2)c(=O)c2ccccc12 (configuration not stated)
→ -0.4	-10.1	1.5	-4.6	6.1	4.6	9.0	-10.3	29.2
18. O=C(O)CCNc1ccc2c(c1)OCCO2
→ -8.2	-4.6	-0.2	0.1	-3.5	0.3	18.2	2.5	-0.5
19. CCC(C)(C)NC(=O)C(c1cccc(OC)c1OC)N(C(=O)CCC(=O)Nc1cc(C)on1)C(C)C (configuration not stated)
→ 7.5	-18.2	-1.8	-2.0	8.2	-0.3	5.0	-7.7	-2.7
20. N#CC1=C(N)OC2=C(C(=O)CC(c3ccccc3)C2)C1c1ccc2c(c1)OCO2 (configuration not stated)
→ -2.5	-15.4	0.1	-12.7	21.3	0.2	3.3	-9.0	0.6
21. COc1cc(OCc2ccccc2)c2c(CCC(=O)O)cc(=O)oc2c1
→ nt	nt	nt	-1.9	11.8	0.0	-0.6	-11.3	-0.3
22. COC(=O)c1ccc(N2CCN(C)CC2)c(NC(=O)COc2ccccc2)c1
→ -3.8	-15.6	2.3	-10.2	8.3	1.9	0.7	-9.8	8.9
23. CC(C)(C)c1ccc(C(O)c2ncc(-c3cccc(F)c3)[nH]2)cc1 (configuration not stated)
→ nt	nt	nt	-2.8	15.6	1.2	6.0	-6.9	-0.6
24. O=C(NCCCn1ccnc1)c1ccc(Br)c(S(=O)(=O)N2CCOCC2)c1
→ -5.2	-6.0	2.2	-5.4	0.9	0.1	0.8	-1.2	-7.7
25. CC(=O)c1ccc(S(=O)(=O)NCCCC(=O)N(C)Cc2ccc3c(c2)OCO3)cc1
→ -7.1	-14.3	4.8	-3.5	-9.6	2.2	-0.8	9.2	-11.4
26. COC(=O)C1=C(C)N(C)C(=O)NC1c1cccc2ccccc12 (configuration not stated)
→ -4.0	-17.4	1.1	-3.6	13.2	0.9	6.8	-12.3	-20.9
27. CCn1c2ccccc2c2cc([N+](=O)[O-])ccc21
→ 0.4	-29.6	-1.0	-12.7	9.5	-0.3	-0.2	-4.7	-7.4
28. CCOc1ccc(NC(=O)CN(C)C(=O)c2cc([N+](=O)[O-])ccc2N2CCCCC2)cc1OCC
→ -6.1	-31.1	-1.4	-7.8	7.1	0.7	0.9	5.4	6.9
